Statin myotox sup: suppressors of statin myotoxicity in C2C12 myotubes, primary screen, cell-based, single point, plate reader. C2C12 myotubes + simvastatin, ATP luminescence, 48 h; scaled: DMSO 0, geranylgeraniol control 100. rescue of ATP level, % at 7.49 µM. hit rate 0.78% among 330,000. AID 602340, 2012;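 active = mean ATP rescue above about 67%, or every replicate alone reaching that limit, limit read from the data, passing the limit was not always enough; inconclusive = no clear call, values can overlap the other calls; inactive = mean under the limit and some replicate under it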;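 note: myotubes were challenged with 10 µM simvastatin during compound exposure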
E-selectin induc: E-selectin induction in HUVECs, primary screen, imaging, HUVEC, immunofluorescence imaging, single point; normalized: neutral wells 0, TNF-alpha wells 100; activation, % at 7.58 µM; hit rate 0.37% among 260,000; AID 686992, 2013;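 active = mean E-selectin-positive cell signal at least 10% of the positive control, reached in at least 60% of replicates, without over 20% cell loss; inconclusive = no rule given, readout overlaps actives, possibly toxicity-flagged; inactive = the rest, including those meeting only one limit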;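 note: in these data hits start at about 27%; measured in HUVEC primary endothelial cells; signal is the percent of cells scored E-selectin positive by PE staining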
Target sequence (P16581 whole entry, looked up): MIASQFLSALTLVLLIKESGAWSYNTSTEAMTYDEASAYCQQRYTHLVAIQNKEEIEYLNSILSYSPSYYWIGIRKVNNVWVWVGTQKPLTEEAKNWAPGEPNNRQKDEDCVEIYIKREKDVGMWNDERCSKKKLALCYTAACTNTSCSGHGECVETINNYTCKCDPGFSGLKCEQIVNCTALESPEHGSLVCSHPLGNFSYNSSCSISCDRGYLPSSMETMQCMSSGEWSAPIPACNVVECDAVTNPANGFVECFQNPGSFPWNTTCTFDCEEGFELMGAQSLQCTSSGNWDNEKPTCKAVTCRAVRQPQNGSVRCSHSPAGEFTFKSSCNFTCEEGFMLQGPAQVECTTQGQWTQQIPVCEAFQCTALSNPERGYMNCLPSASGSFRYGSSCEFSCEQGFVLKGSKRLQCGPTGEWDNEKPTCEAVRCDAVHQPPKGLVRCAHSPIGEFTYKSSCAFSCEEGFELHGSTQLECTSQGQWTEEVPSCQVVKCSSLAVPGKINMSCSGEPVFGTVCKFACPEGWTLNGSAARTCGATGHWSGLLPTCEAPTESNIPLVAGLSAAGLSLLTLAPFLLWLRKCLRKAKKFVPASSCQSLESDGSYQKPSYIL
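Assay system: HUVEC primary endothelial cells. Input: 3,000 HUVEC seeded per well. Doses: one compound dose added by pin transfer. Read-out basis: % PE-positive cells. Benchmarks: TNF-alpha high, DMSO low. Detection: immunofluorescence imaging. Buffer or medium: EGM-2, gelatin.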
SIRT5 block: SIRT5 desuccinylase inhibitors, primary screen, biochemical, fluorescence imaging, single point, set 5; Purified SirT5, succinyl-peptide AMC, trypsin-coupled fluorescence; inhibition, % at 15 µM; hit rate 1.1% among 330,000; NAD-dependent protein deacylase sirtuin-5, mitochondrial (Homo sapiens), Q9NXA8; in the data active = inhibition above about 15%; inconclusive = no clear call, values can overlap the other calls
Target sequence (Q9NXA8 whole entry, looked up): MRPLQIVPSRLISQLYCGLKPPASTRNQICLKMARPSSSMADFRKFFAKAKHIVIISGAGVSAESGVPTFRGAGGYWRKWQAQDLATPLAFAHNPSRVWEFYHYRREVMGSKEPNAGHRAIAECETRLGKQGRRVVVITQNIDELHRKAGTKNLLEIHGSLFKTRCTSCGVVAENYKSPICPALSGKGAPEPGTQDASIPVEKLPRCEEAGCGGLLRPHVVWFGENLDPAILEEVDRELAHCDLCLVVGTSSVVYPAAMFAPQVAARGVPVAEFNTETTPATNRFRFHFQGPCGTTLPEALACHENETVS
ERp5 block: inhibitors of ERp5-driven insulin aggregation, primary screen, biochemical, turbidity, absorbance 650 nm, single point. Protein disulfide-isomerase A6 (Homo sapiens), Q15084. 90 min. inhibition, % at 9.99 µM. hit rate 0.05% among 350,000. AID 651711, 2012;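 active = mean replicate inhibition above about 25%, with every replicate also reaching it, limit read from the data, passing the limit was not always enough; inconclusive = only one of those two criteria met; inactive = neither criterion met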
S100A4 MyoIIA: inhibitors of S100A4-myosin IIA peptide binding, primary screen, biochemical, fluorescence polarization, TAMRA-MyoIIA peptide | Protein S100-A4 (Homo sapiens), P26447 | inhibition, % at 10.7 µM | hit rate 0.14% among 360,000 | AID 652163, 2013;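 active = mean inhibition of at least 70% across replicates, with every replicate also reaching that level; inconclusive = mean inhibition reaches 70% but some replicates fall short; inactive = mean inhibition below 70%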
Target sequence (P26447 whole entry, looked up): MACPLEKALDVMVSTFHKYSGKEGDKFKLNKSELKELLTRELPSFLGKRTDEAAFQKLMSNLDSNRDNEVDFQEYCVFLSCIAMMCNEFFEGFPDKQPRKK
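Assay system: human S100A4 monomer with TAMRA-labelled myosin IIA peptide / Buffer or medium: Calcium-containing HEPES buffer, pH 7.2 / Reagent: TAMRA-labelled myosin IIA heavy-chain peptide probe, 5 nM / Compound: one dose per compound / Timing: polarization read 5 min after assay mix addition, stable 5–60 min / Benchmarks: neutral control DMSO, positive control TFP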
DENV2 CPE rescue: inhibitors of DENV2 cytopathic effect, primary screen, cell-based, plate reader, single concentration; CPE inhibition, % at 9.99 µM; hit rate 1.7% among 350,000; DENV2-infected cells, cytopathic effect rescue; AID 651640, 2012; in the data active = CPE inhibition above about 20%, passing the limit was not always enough; inconclusive = no clear call, values can overlap the other calls; tested in BHK-21 cells;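 note: 0% = median of neutral control wells and 100% = median of positive control wells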
PglD inh: C. jejuni PglD acetyltransferase inhibitors, primary screen, biochemical, DTNB colorimetric, single point | purified PglD enzyme, DTNB colorimetric CoA detection | hit rate 0.098% among 360,000 | inhibition, % at 12.5 µM; in the data active = inhibition above about 16%, passing the limit was not always enough; inconclusive = no clear call, values can overlap the other calls; note: strong numbers were not always called active
Active calls of the source: *; ? = inconclusive; · = not tested or not shown; & = joins results of further samples; ! = not active in a repeat. The list is partial (hit frequency here may not be typical).

SMILES	Statin myotox sup	E-selectin induc	SIRT5 block	ERp5 block	S100A4 MyoIIA	DENV2 CPE rescue	PglD inh
NC(=O)c1ccccc1Br	4	0.3	·	0	7	-2	2
CCS(=O)(=O)c1ncc(Cl)c(C(=O)Nc2ccccc2OC)n1	144*	·	9	2	-7	-6	-12
O=C(OCc1nnc(-c2ccccc2)o1)c1cc(=O)[nH]c2ccccc12	0	·	-2	-1	-2	2	-4
CCOc1ccccc1N1C(=O)c2ccc(S(=O)(=O)c3ccc(C(=O)O)cc3)cc2C1=O	-2	·	4	2	-1	-4	2
C/C=C/c1ccc2c(c1)O[C@H](CN(C)C)[C@H](C)CN([C@H](C)CO)S2(=O)=O	-15	0.3	-1	-10	-6	-3	-1
O=C(O)c1cc2ccc(O)cc2oc1=O	5	-0.4	-58	2	8	12	·
OC(c1ccccc1)c1ncc(-c2cccc(OCc3ccccc3)c2)[nH]1 (centres undefined)	-5	1.0	·	-3	0	4	-4
O=C(CSc1nc(NS(=O)(=O)c2ccccc2)cc(=O)[nH]1)Nc1ccccc1Cl	5	·	-1	-2	-5	2	0
CCCCOc1nc2c(c(=O)n(C)c(=O)n2C)n1C	0	-0.3	-6	-3	-10	-5	9
C=CCN(CC=C)CCOc1ccccc1	·	·	0	2	8	?	·
COC(=O)c1ccccc1S(=O)(=O)N1CCC(C(=O)Nc2ccccc2N2CCOCC2)CC1	6	·	-1	1	-2	2	2
O=C(C[C@@H]1CC[C@H]2[C@@H](COC[C@@H](O)CN2CC2CC2)O1)NCc1ccc(Cl)cc1	25	0.2	-4	3	-3	0	2
NC(=O)c1cc([N+](=O)[O-])c(Cl)cc1NCc1ccncc1	0	0.0	0	3	-1	-7	-4
CC(C)C#Cc1ccc([C@@H]2[C@@H](CO)N(C(=O)c3ccccn3)[C@H]2C#N)cc1	9	-0.2	7	3	-1	-4	0
CC1=C(C(=O)N2CCOCC2)C(c2cccc(C)c2)NC(=S)N1 (centres undefined)	·	·	-2	2	-11	-5	1

One compound at a time, from the list above. Order of screens: Statin myotox sup, E-selectin induc, SIRT5 block, ERp5 block, S100A4 MyoIIA, DENV2 CPE rescue, PglD inh
NC(=O)c1ccccc1Br is listed as 4, 0.3, ·, 0, 7, -2, 2
CCOc1ccccc1N1C(=O)c2ccc(S(=O)(=O)c3ccc(C(=O)O)cc3)cc2C1=O is listed as -2, ·, 4, 2, -1, -4, 2
C=CCN(CC=C)CCOc1ccccc1 is listed as ·, ·, 0, 2, 8, ?, ·
CC(C)C#Cc1ccc([C@@H]2[C@@H](CO)N(C(=O)c3ccccn3)[C@H]2C#N)cc1 is listed as 9, -0.2, 7, 3, -1, -4, 0
CCS(=O)(=O)c1ncc(Cl)c(C(=O)Nc2ccccc2OC)n1 is listed as 144*, ·, 9, 2, -7, -6, -12

More compounds follow.
SMILES	Statin myotox sup	E-selectin induc	SIRT5 block	ERp5 block	S100A4 MyoIIA	DENV2 CPE rescue	PglD inh
O=S1(=O)N=C(N2CCCC2)c2ccccc21	48	-0.4	3	3	-9	-4	-3
COc1cccc(C(=O)/C=C2\NCCc3cc(OC)c(OC)cc32)c1	-9	0.0	3	-3	-6	0	·
CO[C@H]1CN(C)C(=O)c2cc(NC(=O)Nc3ccccc3)ccc2OC[C@@H](C)N(CC2CC2)C[C@H]1C	-12	0.2	-5	-2	-5	8	-1
COc1ccccc1/C=C\C=N\NC(=O)c1ccco1	0	·	1	-1	-3	-5	0
Cc1nc2ccccc2n1Cc1ccccc1	2	-0.4	2	-2	24	5	4
COC[C@H]1CCCN1c1ccc2c(c1)O[C@@H](COCc1ccccc1)CN([C@@H](C)c1ccccc1)S2(=O)=O	·	-0.3	1	2	-2	?	·
COc1ccc(S(=O)(=O)Nc2ccc3c(c2)C(=O)N([C@H](C)CO)C[C@@H](C)[C@@H](CN(C)Cc2ccc(C(F)(F)F)cc2)O3)cc1	39	-0.2	8	-7	-1	-1	-3
C=CCNC(=S)NNC(=O)c1cccc(Br)c1	·	-1.9	-2	0	-2	-5	·
O=C(NC[C@H]1[C@H](c2ccccc2)[C@@H](CO)N1Cc1ccccn1)C1CCC1	-7	0.3	·	·	·	-1	1
C[C@@H]1CN([C@@H](C)CO)C(=O)CCCn2nncc2CO[C@H]1CN(C)S(=O)(=O)c1ccc2ccccc2c1	-4&-3&1	0.0&0.6	2&-1&-4	-2&-2&1	5&-5&5	7&1&-7	-4&0&-3
N#C[C@H]1[C@@H](c2ccc(-c3ccccc3)cc2)[C@@H](CO)N1C(=O)Cc1ccccc1	1	0.3	-1	3	5	3	2
CN(CCc1ccccc1)C(=O)c1ccc(NC(=O)Cc2ccc(NC(=O)C3CCCN(S(=O)(=O)c4cccc([N+](=O)[O-])c4)C3)cc2)cc1 (centres undefined)	-7	·	7	-2	-8	-3	-4
COc1ccc(NC(=O)N(C)C[C@H]2Oc3cc(-c4ccc(C)cc4)ccc3S(=O)(=O)N([C@H](C)CO)C[C@@H]2C)cc1	4	0.1	8	1	-10	2	-2
COc1ccc(S(=O)(=O)N(C)C[C@@H]2OCCCC[C@@H](C)Oc3ccc(NC(=O)CCC(F)(F)F)cc3C(=O)N([C@@H](C)CO)C[C@@H]2C)cc1	·	0.2	4	-8	-3	-15	2
OC[C@H]1[C@H](c2ccc(C#CC3CCCC3)cc2)[C@H]2CN(CCC(F)(F)F)CCCCN21	-17	-1.0	8	4	10	-9	-2
O=C(NC1CCCCC1)N1CCc2ccccc2C1	-7	-1.8	·	-1	0	0	4
CCN(CC(=O)Nc1c(F)cccc1F)C(=O)C1CCN(c2ncnc3sc(C)c(C)c23)CC1	·	·	0	1	-2	-2	·
Cc1cn([C@H]2C[C@H](O)[C@@H](/C=C/C(=O)NCCC(c3ccccc3)c3ccccc3)O2)c(=O)[nH]c1=O	11	0.4	-2	-6	0	-4	-5
CCCC#Cc1ccc([C@@H]2[C@@H](C#N)N(C(=O)C3CCC3)[C@@H]2CO)cc1	-24	0.0	3	-4	-2	-2	8
C[C@H](CO)N1C[C@H](C)[C@H](CN(C)S(=O)(=O)c2cn(C)cn2)OCCCC[C@H](C)Oc2ccc(NC(=O)CCCN(C)C)cc2C1=O	·	-0.1	4	-3	7	-13	5
COc1ccc(S(=O)(=O)Nc2cccc3c2O[C@H](CN(C)C)[C@@H](C)CN([C@H](C)CO)C3=O)cc1	127*!	0.0	-1&-1	4&1	-1&-3	12&-12	-7&0
CN(CCc1cnn(C)c1)Cc1nc(Cc2ccccc2)no1	15	7.9	0	2	-3	2	-5
OCC1(CCOc2ccccc2)CCN(CCCn2cccn2)CC1	·	0.0	5	-1	-7	4	6
CNC(=O)C[C@H]1CC[C@@H]2[C@H](COc3ccc(NC(=O)Nc4cc(C)cc(C)c4)cc3C(=O)N2C)O1	11	-0.1	-3	·	2	-6	-1
CC1CCCCC1NC(=O)/C(C#N)=C/c1ccc(F)c(F)c1 (centres undefined)	·	·	-1	6	-5	?	·
COCCN(C[C@@H]1[C@@H](c2ccccc2)[C@H](CO)N1C(C)=O)C(=O)c1ccncc1	3	-0.1	0	-1	8	24*	1
COc1ccc(CN(C)C[C@H]2Oc3ccc(NC(=O)Cc4cn(C)c5ccccc45)cc3C(=O)N([C@@H](C)CO)C[C@@H]2C)cc1	-12	-0.4	1	0	-12	10	0
NNC(=S)Nc1ccc(S(=O)(=O)N2CCCCC2)cc1	·	0.1	-3	2	-4	-3	·
O=C(CN1C(=O)CCC1=O)Nc1ccc(Cc2ccc(NC(=O)CN3C(=O)CCC3=O)cc2)cc1	10	-0.6	-1	-2	7	-1	-4
Cc1cc(C)c(-c2c(O)c3cccnc3n(C)c2=O)c(C)c1	·	·	-2	-4	-3	?	-1
Cc1cc(=O)[nH]c(NCCO)n1	·	0.2	-5	-8	2	-1	·
COc1ccc(NC(=O)Nc2cccc(C)n2)c(OC)c1	-11	0.3	-2	1	-2	3	3
C[C@H]1CN([C@@H](C)CO)C(=O)c2cc(C#CC3CCCC3)cnc2O[C@@H]1CN(C)S(C)(=O)=O	9	0.0	-2	-11	0	13	7
COc1ccc(NC(=O)CN(C)C(=O)c2ccccc2CCc2ccccc2)cc1	·	0.6	-3	5	0	2	·
CO[C@H]1CN(C)C(=O)c2ccc(NC(=O)C3CCC3)cc2OC[C@H](C)N(Cc2nccs2)C[C@@H]1C	-9	-0.1	2	1	10	6	1
Clc1cccc(Cc2c(-c3ccco3)nc3c4ccccc4ccn23)c1	·	·	4	-7	-16	-10	·
Cc1ccccc1-c1ccc([C@@H]2[C@@H](CO)N3CCCCN(C(=O)c4cccnc4)C[C@H]23)cc1	-2	-0.1	0	-2	-1	49*	0
N#Cc1ccc(OCC(O)CN2CCN(C(c3ccccc3)c3ccccc3)CC2)cc1 (centres undefined)	30	1.5	-1	1	2	-1	7
COc1ccc(C(=O)Nc2nc(-c3ccccn3)cs2)cc1S(=O)(=O)N1CCOCC1	10	9.0	-9	7	-1	-1	-7
CC(=O)c1c(C)nc(Nc2nc(C)c3cc(C)ccc3n2)nc1C	·	-0.1	-1	3	4	10	·
CCCS(=O)(=O)c1c(S(=O)(=O)CCC)c2cnccn2c1C(=O)c1ccc(OC)cc1	·	0.2	0	1	-9	-1	-3
CCC(C)N(C(=O)COC(=O)c1nc2nc(C)cc(C)n2n1)C1CCS(=O)(=O)C1 (centres undefined)	-9	2.9	3	15	-12	10	-1
O=C(NCc1ccccc1)Nc1cccn(Cc2ccccc2Cl)c1=O	·	·	-2	3	-2	0	·
O=C(Cn1c(SCC(=O)N2CCCc3ccccc32)nc2ccccc21)N1CCCC1	·	·	-7	7	-1	-3	·
C=CCNC(=S)Nc1nc2c(cc1C(=O)OCC)COC(C)(C)C2	50	4.0	-4	1	1	-1	2
CCN(Cc1ccccc1)S(=O)(=O)c1ccc(OC)cc1	21	1.4	-6	-4	10	-2	1
C[C@H](CO)N1C[C@H](C)[C@@H](CN(C)C(=O)C2CC2)Oc2cc(C3=CCCCC3)ccc2S1(=O)=O	-16	-0.4	0	0	1	-1	-1
C=CCNc1nc(C(=O)OCC(=O)c2ccccc2)cs1	-5	-0.1	0	6	2	-9	-1
Cc1nc2ccc(S(=O)(=O)NC(C(=O)NCc3cccs3)C(C)C)cc2s1 (centres undefined)	5	·	·	8	-3	-9	-3
NNC(=O)COc1ccccc1F	·	·	·	-8	0	0	·
C[C@@H]1CN([C@H](C)CO)C(=O)c2cccc(NC(=O)c3nc4ccccc4s3)c2O[C@H]1CN(C)C(=O)Nc1ccccc1	35	-0.4	2	2	1	6	2
O=C(Cc1ccccc1)N[C@@H](Cc1ccccc1)C(=O)O	-7	0.0	·	2	6	-5	-3
COc1cccc(CNC(=O)CC(NC(C)=O)c2ccccc2)c1 (centres undefined)	13	0.7	-3	0	-4	-1	-1
CCC1(CC)Cc2ccccc2C(=O)N1	3	1.9	0	-9	-2	5	-6
N#CCSc1n[nH]c2nc3c(c(=O)n12)C1(CCCCC1)Cc1ccccc1-3	-16	0.5	-5	-1	1	-5	-3
CCCC1CCC(c2ccc(/C(N)=N/O)cc2)CC1 (centres undefined)	·	5.4	1	-2	4	-4	·

Screens deposited in PubChem BioAssay by Broad Institute.
